Source: PubChem BioAssay (Johns Hopkins Ion Channel Center)
KCNQ2 block: KCNQ2 channel blockers in CHO-K1 cells – cell-based, FluxOR thallium flux, B-score, primary screen (AID 2156) | 20 min; hits give low values | B-score at 10 µM | 1.1% of 310,000 active | O88943;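 active means fluorescence ratio B-score at most minus 3 library SDs, with starting brightness B-score within 2 library SDs, cut at about -5.5 in these data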
Target sequence (O88943 whole entry, looked up): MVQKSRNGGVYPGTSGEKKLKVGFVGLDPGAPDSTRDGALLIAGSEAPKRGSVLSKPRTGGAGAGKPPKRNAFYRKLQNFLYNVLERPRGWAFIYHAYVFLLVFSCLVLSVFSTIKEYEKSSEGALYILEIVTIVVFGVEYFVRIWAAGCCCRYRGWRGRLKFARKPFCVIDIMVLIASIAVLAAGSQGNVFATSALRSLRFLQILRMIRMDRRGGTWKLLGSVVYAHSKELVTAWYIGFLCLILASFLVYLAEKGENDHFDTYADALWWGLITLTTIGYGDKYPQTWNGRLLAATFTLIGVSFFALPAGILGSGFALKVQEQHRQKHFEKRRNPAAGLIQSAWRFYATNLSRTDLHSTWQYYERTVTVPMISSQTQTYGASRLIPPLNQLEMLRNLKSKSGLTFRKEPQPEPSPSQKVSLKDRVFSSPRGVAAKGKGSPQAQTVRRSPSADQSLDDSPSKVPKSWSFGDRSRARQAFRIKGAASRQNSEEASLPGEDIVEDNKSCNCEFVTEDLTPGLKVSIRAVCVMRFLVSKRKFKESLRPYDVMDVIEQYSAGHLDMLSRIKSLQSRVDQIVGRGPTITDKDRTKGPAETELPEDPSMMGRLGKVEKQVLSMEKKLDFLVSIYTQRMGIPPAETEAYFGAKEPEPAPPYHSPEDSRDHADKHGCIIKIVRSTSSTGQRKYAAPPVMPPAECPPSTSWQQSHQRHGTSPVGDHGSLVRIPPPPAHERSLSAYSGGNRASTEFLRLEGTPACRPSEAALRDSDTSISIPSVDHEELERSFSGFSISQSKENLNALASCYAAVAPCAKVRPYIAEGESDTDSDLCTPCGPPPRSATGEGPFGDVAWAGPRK
CHT inh: human CHT choline transport inhibition; CHT-expressing cells, membrane potential dye, choline response; hits give low values; Q9GZV3; B-score at 10 µM; 0.86% of 310,000 active;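 active means B-score over 3 SD under the library average, and starting fluorescence ratio not unusually high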;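 further: choline stimulus applied at its EC90 after an EC20 pre-addition; B-score computed on integrated fluorescence ratio after choline addition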
The depositor's hits bear a star; i = inactive; . = not tested or not shown.

Every second line gives: KCNQ2 block, CHT inh
CC(=O)c1ccc(NC(=O)CCNS(=O)(=O)c2cccc3nonc23)cc1
→ i, i
COCc1cc(C)nc2sc(C(=O)N3CCCCC3)c(N)c12
→ i, i
O=c1oc2cc(OCc3c(F)c(F)c(F)c(F)c3F)ccc2cc1-c1ccccn1
→ i, i
CN(C)c1ccc(-c2c(-c3ccc4c(c3)OCO4)noc2-c2ccsc2)cn1
→ -5.9*, i
COc1ccc(OCC(=O)Nc2ccc(NC(=O)c3cccs3)cc2)cc1
→ i, i
Cc1ccc(S(=O)(=O)N2CCC(C(=O)NC3CC(C)(C)NC(C)(C)C3)CC2)cc1
→ i, i
O=C(Nc1ccc(F)cc1)Nc1ccc(N2CCOCC2)c2nonc12
→ i, i
CCOc1ccccc1CNC(=O)c1c([N+](=O)[O-])c(C)nn1C
→ i, i
COc1cc2c(cc1NC(=O)c1cncc(Br)c1)oc1ccccc12
→ ., i
O=C(/C=C/C(=O)NCc1cccs1)NCc1cccs1
→ i, i
CCOC(=O)CN1C(=O)C(C)(C)Oc2ccc(C(=O)Nc3ccccc3OC)cc21
→ -6.5*, i
CC1c2cc3c(cc2CCN1S(=O)(=O)c1ccccc1)OCCCO3 (stereo unspecified)
→ i, i
CC(=O)c1cccc(N=C2C(=O)Nc3ccccc32)c1
→ i, i
COc1ccc(C(=O)C2CCN(C(=S)NCCc3ccc(OC)c(OC)c3)CC2)cc1
→ i, i
CN(Cc1cccc(F)c1)C(=O)c1ccc(S(=O)(=O)C(F)F)cc1
→ i, i
Clc1cccc(CNc2nnnn2-c2ccccc2)c1
→ i, i
CCOC(=O)c1sc(NC(=O)CCc2ccccc2)nc1C
→ i, i
COc1ccc(CNc2ccccc2)cc1Br
→ i, i
CNC(=O)c1cc(S(=O)(=O)NC2CCCCCC2)ccc1C
→ i, .
Cc1noc(C)c1C(=O)OCC(=O)c1c[nH]c2ccccc12
→ i, i
COc1ccc(CN(C)C(=O)c2cc(S(=O)(=O)Nc3ccccc3F)ccc2C)c(OC)c1
→ i, i
CCC(C)NC(=O)c1ccc(CSCc2cccc(F)c2)o1 (stereo unspecified)
→ i, i
CCc1noc(C)c1C(=O)NCCc1ccc(S(N)(=O)=O)cc1
→ i, i
COc1ccc2[nH]cc(CCn3ccc(=O)c(C)c3C)c2c1
→ i, i
O=C(Cn1ncc2c3ccccc3n(Cc3ccccc3F)c2c1=O)N1CCN(c2ccccn2)CC1
→ i, i
COc1ncnc(OC)c1S(=O)(=O)NCc1ccccc1
→ i, i
O=C1c2cc(O)cc(O)c2C(=O)c2c1cc(O)c([C@@H](CO)CCO)c2O
→ i, i
O=C(c1cnn2c(C(F)F)cc(C3CC3)nc12)N1CCCC1
→ i, i
Cn1c(=O)c2c(nc(NCc3cccnc3)n2Cc2ccc(Cl)cc2)n(C)c1=O
→ i, i
COc1ccc(NC(=O)C(=O)c2cn(CC(=O)N3CCCC3)c3ccccc23)cc1
→ i, i
CCOc1ccccc1NC(=O)C(NC(=O)C1CCC(C)CC1)C(C)C (stereo unspecified)
→ i, i
Cc1ccc(CONC(=O)c2ccc(OC(F)F)cc2)cc1
→ i, i
CCCCCCCCCn1c2c(c(=N)c3c1CCC3)CCC2
→ -6.1*, i
Cc1cc2c(cc(C(=O)N3CCC(C(=O)N4CCCC4)CC3)n2Cc2c(F)cccc2Cl)o1
→ i, i
Cc1ccc(NC(=O)NC(=O)N(C(C)C)S(=O)(=O)c2ccc(C)cc2)cc1
→ i, i
c1ccc(N2CCN(c3nc(NCc4ccco4)c4ccccc4n3)CC2)cc1
→ i, i
COc1cccc(CNC(=S)NC2CC2)c1
→ i, i
CC(C)CN(C(=O)COC(=O)C1c2ccccc2Oc2ccccc21)C1CCS(=O)(=O)C1 (stereo unspecified)
→ ., i
CCc1ccc(N2CC(C(=O)Nc3ccc(S(=O)(=O)Nc4nccs4)cc3)CC2=O)cc1 (stereo unspecified)
→ i, i
CC(C)n1c(N)c(C#N)c2ccc([N+](=O)[O-])cc2c1=O
→ i, i
C=CCC1C=CCC(CC=C)N1C(=O)c1ccccc1[N+](=O)[O-] (stereo unspecified)
→ i, i
COc1ccccc1-n1ccnc1SCC(=O)NCc1ccco1
→ i, i
COc1ccccc1C(=O)Nc1ccc2c(c1)nc(CCNC(=O)c1ccco1)n2C
→ i, i
COC(=O)CSc1nnc(-c2ccc(NS(=O)(=O)c3ccccc3)cc2)o1
→ -6.2*, -5.9*
NS(=O)(=O)c1ccc(CNC(=O)/C=C/c2ccco2)cc1
→ i, i
O=C(NCC(=O)N(CC1CCCO1)C(C(=O)NC1CCCCC1)c1ccccc1)c1ccco1 (stereo unspecified)
→ i, i
CCC(=O)Nc1ccc(NC(=O)C23CC4CC(CC(C4)C2)C3)cn1
→ i, i
CCCN(CCC)Cc1c(C(=O)N/N=C/c2c[nH]c3ccccc23)nnn1-c1nonc1N
→ i, i
O=C(c1ccco1)C(O)c1ccco1 (stereo unspecified)
→ i, i
O=C(CNC(=O)C1CCCCC1)Nc1ccccc1
→ i, i

Further entries.
Every second line gives: KCNQ2 block, CHT inh
CC1CC(C)CN(C(=O)c2cc3ccccc3o2)C1 (stereo unspecified)
→ i, i
Cc1cccc(OCCCC(=O)Nc2ccc(N3CCOCC3)cc2)c1
→ i, i
COC(=O)c1ccc(Nc2nc(C)nc3c2nnn3Cc2ccccc2)cc1
→ i, i
O=C(NCc1ccccc1Br)c1ccncc1
→ i, i
c1ccc(CCSc2nccn2-c2ccccc2)cc1
→ i, i
O=C(Nc1ccc(-c2n[nH]c(=S)o2)cc1)c1ccccc1Cl
→ i, i
Cc1cc(N=CC2=C(O)CC(C)(C)CC2=O)no1
→ i, i
CCC(C)n1c(SCC(=O)NCc2ccco2)nnc1-c1cccc(S(=O)(=O)N2CCOCC2)c1 (stereo unspecified)
→ i, i
O=C(c1cc(=O)c2cc(Cl)ccc2o1)N1CCN(Cc2ccccc2)CC1
→ i, i
CNC(=O)c1sccc1-n1cccc1
→ i, i
CC(=O)Nc1ccccc1NC(=O)c1ccccc1-c1ccccc1
→ i, i
Cc1c(NC(=O)C(C)OC(=O)c2ccc(Br)o2)c(=O)n(-c2ccccc2)n1C (stereo unspecified)
→ i, i
CC(C)N(CCCNC(=O)CC1Oc2ccccc2NC1=O)Cc1ccccc1 (stereo unspecified)
→ i, i
CCOC(=O)N1CCN(C(=O)COc2ccc(Br)cc2Cl)CC1
→ i, i
O=S(=O)(NCc1ccccc1)c1ccc(-n2cccn2)cc1
→ i, i
CCN(CC(=O)Nc1ccc(NC(C)=O)cc1)C(=O)CSCc1c(C)noc1C
→ i, i
COc1cccc(CN2CCNC(=O)C2CC(=O)NCC2CCOCC2)c1 (stereo unspecified)
→ i, i
CCCOc1nc(SCCC)nc2c1cnn2-c1ccccc1
→ i, i
Cc1c(OCC(=O)NCCCn2ccnc2)ccc2c3c(c(=O)oc12)CCC3
→ i, i
O=C(NCc1cccc(Cl)c1)C1CCN(S(=O)(=O)c2ccc(F)cc2)CC1
→ i, i
CCCNC(=O)COC(=O)c1ccccc1OCc1ccc(Cl)cc1
→ i, i
Cc1ccccc1NC(=O)Cn1c(=O)n(C)c2ccccc21
→ i, i
Nc1c(C(=O)Nc2ccc(Cl)cc2)oc2ccccc12
→ i, i
Cc1ccc(CN(C(=O)c2csnn2)C(C(=O)NC2CCCC2)c2ccco2)cc1 (stereo unspecified)
→ i, i
CCCCCN(C(=O)CCC(=O)OCc1ccc(Cl)cc1Cl)c1c(N)n(CCCC)c(=O)[nH]c1=O
→ i, i
COc1ccc(C2C(C(=O)N3CCOCC3)CCC(=O)N2c2ccc(OC)cc2)cc1 (stereo unspecified)
→ i, i
NC(Cc1c[nH]c2ccc(OCc3ccccc3)cc12)C(=O)O (stereo unspecified)
→ i, i
CC(C)CC(=O)c1c[nH]c(C(=O)NCc2ccccc2)c1
→ i, i
O=C(CSc1nnc2scc(-c3ccccc3)n12)c1ccc2c(c1)OCCO2
→ i, i
COC(=O)c1sc(NC(=O)COc2ccc(OC)cc2)nc1C
→ i, i
COCCC(=O)N1CCC(Oc2ccc(C(=O)NCc3nccn3C)cc2)CC1
→ i, i
Cc1cccc(-n2c(=O)[nH]c3c(C(N)=O)nc(CC(C)C)nc32)c1
→ i, i
COc1ccc(S(=O)(=O)Nc2c(F)cccc2F)cc1
→ i, i
CCO[C@@H]1OC(C(=O)N2CCCCCCC2)=C[C@H](c2ccc(C(F)(F)F)cc2)[C@H]1CCCO
→ i, i
Cc1cc(C(=O)N/N=C/c2cccc3ccccc23)c(C)o1
→ i, i
COCCN(C(=S)Nc1c(C)cc(C)cc1C)C(C)c1cccs1 (stereo unspecified)
→ i, i
CC1(C)Cc2nc3sc4c(N5CCCC5)nnnc4c3cc2CO1
→ i, i
COc1cc(OC)c(OC)cc1/C=N/N(C)c1ccccc1
→ i, i
CCC(Oc1ccc(C)c(C)c1)C(=O)O (stereo unspecified)
→ i, i
COc1ccc(S(=O)(=O)N(CC(=O)N2CCOCC2)Cc2ccccc2)cc1
→ i, i
O=c1c2ccccc2c(-c2ccccc2)nn1-c1cc(Cl)cc(Cl)c1
→ i, i
CCc1noc(C)c1C(=O)Nc1cc(Cl)ccc1N1CCOCC1
→ i, i
NC(=O)CC(NC(=O)c1ccccc1)c1ccc(NC2CCCCCCC2)c([N+](=O)[O-])c1 (stereo unspecified)
→ i, i
C[C@@H](NCCc1ccc(O)cc1)[C@@H](O)c1ccc(O)cc1
→ i, -5*
CCOC(=O)c1cccc(NC(=O)CN(C)S(=O)(=O)c2cnc[nH]2)c1
→ i, i
Cc1ccc(Cn2c(=O)sc3ccccc3c2=O)cc1
→ i, i
Cc1cc(C(F)(F)F)nn1Cc1n[nH]c(=S)n1-c1cccc(Cl)c1
→ i, i
COc1ccc(S(=O)(=O)NCC(=O)Nc2cccc(C)c2C)cc1OC
→ i, i
COC(=O)C1(Cc2cc(-c3ccc([N+](=O)[O-])cc3)no2)CCN(C(=O)OC(C)(C)C)CC1
→ i, i
COc1ccc(CNC(=O)CN(Cc2ccc(Cl)cc2)S(=O)(=O)c2ccccc2)cc1
→ -7.5*, i

(next part)
Every second line gives: KCNQ2 block, CHT inh
Cc1cc(Cl)nc(Cl)c1C(=O)NCc1ccc(Cl)cc1
→ i, i
Cc1ccc(NC(=O)C2CCCN(S(=O)(=O)c3c(C)noc3C)C2)cc1F (stereo unspecified)
→ i, i
O=C(COC(=O)Cc1ccccc1F)NCCNC(=O)COC(=O)Cc1ccccc1F
→ i, i
Cc1c(C(=O)NCCSCc2c(Cl)cccc2Cl)cccc1[N+](=O)[O-]
→ i, i
Cc1nn(-c2ccccc2)c2c1C(c1ccc(O)c(O)c1)N1C(=N2)C(Nc2ccccc2)=Nc2ccccc21 (stereo unspecified)
→ i, i
CCCOc1ccc(NC(=O)C(=O)NCCCn2ccnc2)cc1
→ i, i
Cc1ccc(C)c(OCc2cc(C(=O)N3CC[C@@H]4CCCC[C@H]4C3)no2)c1
→ -6.5*, i
CCCOc1ccc(NC(=O)C2CC(=O)N(C)C(=Nc3cccc(OC)c3)S2)cc1 (stereo unspecified)
→ i, i
CCOC(=O)CN1CCc2c(C)nc3c(-c4ccc(OC)c(OC)c4)cnn3c21
→ i, i
CCCN(CCC)CCN1C(=O)C2C(C(=O)Nc3cccc(SC)c3)C3C=CC2(O3)C1C(=O)NC1CCCCC1 (stereo unspecified)
→ i, i

Gathered by group, the entries above containing two or more sulfur atoms.
Every second line gives: KCNQ2 block, CHT inh
O=C(/C=C/C(=O)NCc1cccs1)NCc1cccs1
→ i, i
CCc1ccc(N2CC(C(=O)Nc3ccc(S(=O)(=O)Nc4nccs4)cc3)CC2=O)cc1 (stereo unspecified)
→ i, i
COC(=O)CSc1nnc(-c2ccc(NS(=O)(=O)c3ccccc3)cc2)o1
→ -6.2*, -5.9*
CCC(C)n1c(SCC(=O)NCc2ccco2)nnc1-c1cccc(S(=O)(=O)N2CCOCC2)c1 (stereo unspecified)
→ i, i
O=C(CSc1nnc2scc(-c3ccccc3)n12)c1ccc2c(c1)OCCO2
→ i, i
COCCN(C(=S)Nc1c(C)cc(C)cc1C)C(C)c1cccs1 (stereo unspecified)
→ i, i

More structures follow:
Every second line gives: KCNQ2 block, CHT inh
CC(C)CN(C(=O)COC(=O)CCCc1nc2ccccc2s1)c1c(N)n(Cc2ccccc2)c(=O)[nH]c1=O
→ i, i
COCCN(CCOC)C(=S)Nc1ccccc1Cl
→ i, i
CCOC(=O)C1CCCN(C(=O)c2cnn3c(C(F)(F)F)cc(-c4ccccc4)nc23)C1 (stereo unspecified)
→ i, i
O=C1NC(=O)/C(=C\c2ccc(Oc3cnccn3)cc2)S1
→ i, i
Cc1ccc(NC2=C/C(=N/S(=O)(=O)c3cccs3)c3ccccc3C2=O)cc1C
→ i, i
COc1ccc(-c2onc(C)c2-c2cscn2)c(O)c1
→ i, i
C=CCNC(=S)NNc1nc2c(c(=O)[nH]1)C1(CCCC1)Cc1ccccc1-2
→ i, i
CC1(C)Cc2c(sc3nc4n(c(=O)c23)CCC4)CO1
→ i, i
CC(=O)NC(Cc1ccccc1F)C(=O)NC1CCN(c2ncccc2[N+](=O)[O-])CC1 (stereo unspecified)
→ i, i
Cc1cc2c3c(c1)C(C)CC(C)(C)N3C(=O)C2=C(C#N)C#N (stereo unspecified)
→ i, i

Entries shown so far that contain a cyano group, in the order listed:
Every second line gives: KCNQ2 block, CHT inh
CC(C)n1c(N)c(C#N)c2ccc([N+](=O)[O-])cc2c1=O
→ i, i
Cc1cc2c3c(c1)C(C)CC(C)(C)N3C(=O)C2=C(C#N)C#N (stereo unspecified)
→ i, i

The results go on:
Every second line gives: KCNQ2 block, CHT inh
O=C(O)CCC(=O)Nc1ccc(Br)cc1C(=O)c1ccc(Cl)cc1
→ i, i
C=CCn1c(SCc2ccc(F)cc2)nc2c1c(=O)[nH]c(=O)n2C
→ i, -6*
O=C(Cc1ccccc1)Nc1c(Cl)ccc2nsnc12
→ i, i
CCN(CC)S(=O)(=O)c1cc(NC(=O)COC(=O)CCC(=O)c2ccc(F)cc2)ccc1C
→ i, i

Random draw from the library. About 1.9% of those tested had a hit in this group.
